Screening data (PubChem BioAssay)
IL-1B inflam inh = inhibitors of inflammasome signaling (IL-1 beta secretion) | THP-1 LPS/ATP IL-1B secretion, AlphaLISA, 16 h; stronger effect = lower value | activity change, % at 57.5 µM | 360,000 tested, 4.7% active | AID 743279; in the data active means activity change below about -50%; inconclusive means mostly about -30% to -49%; further: on the % scale 0 is the no-effect control and ±100 the full control effect
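Secreted IL-1B measured by AlphaLISA bead assay after 16 h compound exposure of THP-1 cells; compounds (final up to 57.5 uM) added 1 h before LPS (250 ng/mL) and ATP (1.25 mM) stimulation; lower signal means less secretion.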
DRD3 agonist = D3 dopamine receptor (human) agonism; D3R DiscoveRx beta-arrestin cells, luminescence, 90 min; max activation, %; 410,000 tested, 0.58% active; AID 652048; in the data active means max activation above about 30%; further: 0% is about no effect; mostly tested at two doses, the higher about 12 µM
Target sequence (P35462 whole entry, looked up): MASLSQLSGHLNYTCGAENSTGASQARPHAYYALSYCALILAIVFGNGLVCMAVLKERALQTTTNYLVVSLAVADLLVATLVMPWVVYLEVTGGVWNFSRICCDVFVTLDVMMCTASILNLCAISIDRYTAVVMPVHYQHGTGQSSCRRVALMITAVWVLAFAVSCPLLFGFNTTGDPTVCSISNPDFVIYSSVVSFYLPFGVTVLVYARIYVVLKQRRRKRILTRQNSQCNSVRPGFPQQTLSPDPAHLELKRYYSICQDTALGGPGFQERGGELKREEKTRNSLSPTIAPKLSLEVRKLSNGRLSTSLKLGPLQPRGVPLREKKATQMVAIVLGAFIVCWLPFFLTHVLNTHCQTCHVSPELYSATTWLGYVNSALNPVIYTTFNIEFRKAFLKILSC
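Agonist-mode cell screen: cells plated at 1500/well and incubated overnight at 37 °C, then exposed to library compounds for 90 min at 37 °C. Detection reagent was added for 30–60 min at room temperature, and luminescence was read.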
SW480 rerep = induces DNA re-replication in SW480 colon adenocarcinoma cells; SW480 DNA re-replication, Hoechst DNA content imaging, 48 h; Potency, µM (doses to about 46.1 µM), inactives show at the top dose re-replication activation, most hits filed as activators; 340,000 tested, 1.8% active; AID 624297; further: potency means the concentration at half of the fitted maximal effect; % of control where 0% means no effect; nearly all actives have a fitted effect of over 55% in size
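DNA re-replication was detected as more nuclei of elevated Hoechst intensity after 48 hr exposure to compound (23 nL pinned per well of 250 cells).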
MCF10A rereplic = DNA re-replication induction in MCF 10a cells; Potency, µM (titrated, usually from 46.1 µM), for inactives: top-dose activity, positive = re-replication, usual class: activators; 350,000 tested, 2.9% active; AID 624296; MCF 10A DNA re-replication, Hoechst nuclear intensity, 48 h; further: potency means the concentration at half of the fitted maximal effect; % of control where 0% means no effect; nearly all actives have a fitted effect of over 50% in size
KB-V1 cytotox = kills drug-selected multidrug resistant KB-V1 cells; KB-V1 MDR cells viability, CellTiter-Glo, 72 h; Potency, µM (doses to about 46.1 µM), inactives show at the top dose activity change, negative = cytotoxicity, hits mostly cytotoxic; 400,000 tested, 3.4% active; AID 1347076; further: potency means the concentration at half of the fitted maximal effect; on the % scale 0 is the no-effect control and ±100 the full control effect; nearly all actives have a fitted effect of over 60% in size
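Drug-selected KB-V1 cells, grown in DMEM lacking phenol red with 10% FBS, receive compound titrations; after three days at 37 degrees C, surviving cell ATP is quantified by CellTiter-Glo luminescence and responses normalized and curve-fitted.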
HT1080 IDH1KD tx = kills HT-1080 cells with IDH1 knockdown | HT-1080 IDH1 knockdown viability, ATP luminescence, 48 h | Potency, µM (highest dose often 46.1 µM), for inactives: at the top dose activity, negative = toxicity, usual class: cytotoxic | 360,000 tested, 2% active | AID 686971;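 further: potency means the concentration at half of the fitted maximal effect; 0% = DMSO wells and -100% = cell-free medium wells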
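Using the IDH1-knockdown HT-1080 line run in the same batch and compound series as the NT line, viability after 48 h at 37 °C was determined by CellTiter-Glo luminescence and expressed as % activity.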
KB-3-1 tox = kills parental KB-3-1 adenocarcinoma cells. KB-3-1 viability, CellTiter-Glo ATP luminescence, 72 h. 400,000 tested, 1.4% active. Potency, µM (titrated, usually from 46.1 µM), for inactives: top-dose activity change, negative = cytotoxic, actives largely listed as cytotoxic; further: potency means the concentration at half of the fitted maximal effect; on the % scale 0 is the no-effect control and ±100 the full control effect; nearly all actives have a fitted effect of over 60% in size
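KB-3-1 parental drug-naive adenocarcinoma cells in DMEM/10% FBS, incubated 72 h at 37 C with pin-transferred compounds across a concentration series. Viability by CellTiter-Glo luminescence; concentration-response curves fitted after normalization.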
HT1080NT lethal = kills 2HG-producing HT-1080-NT fibrosarcoma cells; HT-1080-NT fibrosarcoma viability, CellTiter-Glo ATP luminescence, 48 h; Potency, µM (highest dose often 46.1 µM), without a hit: at the top dose activity, negative = less viability, actives largely listed as cytotoxic; 360,000 tested, 1.6% active; AID 686970;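 further: NT is the 2HG producing partner of a matched IDH1 knockdown line; potency means the concentration at half of the fitted maximal effect; 0% = DMSO-treated cells and -100% = media-only wells without cells; nearly all actives have a fitted effect of over 55% in size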
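HT-1080-NT fibrosarcoma cells (2HG-overproducing), 750 cells/well in RPMI with 5% FBS, dosed after 2 h and incubated 48 h at 37C. CellTiter-Glo luminescence normalized to DMSO and no-cell wells; concentration-response curves fitted and classed.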
GLP1R cytotox = cytotoxicity counter-screen for GLP-1 receptor inverse agonists. Potency, µM (series often up to 38.3 µM), without a hit: top-dose activity change, negative = inhibition, usual class: inhibitors. 410,000 tested, 0.13% active. AID 624418. HEK293 cAMP-luciferase reporter cells, luminescence, 24 h;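 further: loss of luciferase light is scored as toxicity; potency means the concentration at half of the fitted maximal effect; on the % scale 0 is the no-effect control and ±100 the full control effect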
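Luminescence readout: signal drop marks cytotoxicity. Plated cells grew 12 h at 37 °C, 5% CO2, received 23 nL compound for 24 h, then got luciferase reagent, read after 12 min at RT.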
* marks the source's active call; other numbers are inactive results; ? = inconclusive; . = not tested or not shown; [ ] = dose if it differs, or a comment. Unless noted, the call rests on the fitted dose curve; in most records, active means well fitted curve in the direction sought with a large enough effect; inconclusive means small, poorly fitted or top-dose-only effect, or another doubt; inactive means no such curve, though single readings can be large; an effect the other way counts as inactive or inconclusive.

SMILES | IL-1B inflam inh | DRD3 agonist | SW480 rerep | MCF10A rereplic | KB-V1 cytotox | HT1080 IDH1KD tx | KB-3-1 tox | HT1080NT lethal | GLP1R cytotox
CC(C)c1ccc(-n2nc3ccc(N)cc3n2)cc1 | 22 | 1 | 23µM* | 23µM* | -23% | -11% | -6% | -19% | 49%[activator]
Cc1ccc(C)c(OC(=O)CSc2nnc(-c3ccc4c(c3)OCO4)o2)c1 | . | 5 | . | . | 22% | . | -5% | . | 3%
CCOC(=O)Cc1csc(NS(C)(=O)=O)n1 | 8 | -4 | 0% | 0% | 6% | -15%[9.24 µM] | -3% | -10% | 4%
Cc1cc(Cl)ccc1OCC(=O)OCC(=O)Nc1cccnc1Cl | 2 | 2 | -10% | 7% | 23% | 4% | 0% | 9% | -5%
CC1CN(C(=O)N2CCC(C(=O)NCCC3=CCCCC3)CC2)c2ccccc2O1 (stereo not drawn) | . | -1 | . | . | -4% | . | 2% | . | 4%
C=CCC(C)(NCc1ccccc1)c1ccc(C)cc1 (stereo not drawn) | -1 | -13 | 6% | 26% | -13% | -6% | 6% | -7% | -17%
COc1ccc(CN2CCc3nc(SCC(=O)Nc4cc(C)cc(C)c4)[nH]c(=O)c3C2)cc1 | . | -11 | . | . | ? | . | 17% | . | 0%
Cc1sc2nc(CN(CCc3ccccc3)C(=O)c3ccco3)[nH]c(=O)c2c1C | 42 | 0 | 0%[9.22 µM] | -2% | -21% | 1% | -19% | 0% | -5%
CC(=O)c1c(C)[nH]c(C(=O)Nc2ccc(C)c(S(=O)(=O)N(C)C)c2)c1C | 23 | -11 | -17% | 1% | -16% | 9% | -7% | 18% | -1%
O=C(NC1CCCCCCC1)c1ccc(S(=O)(=O)N2CCCC2)cc1 | -6 | 3 | -5% | 4% | -25% | 6% | 0% | 1% | 10%
COc1ccc(NC(=O)CC2CCCC2)cc1OC | 10 | 5 | -7% | 4% | 9% | 0% | 0% | 5% | -11%
O=C(NCc1ccccc1)c1ccc2c(c1)S(=O)(=O)c1cc(Cl)ccc1C2=O | 0 | 0 | -6% | 0% | 14% | 4% | 0% | 11% | 5%

Some of the entries above, reformatted:
Every second line gives: IL-1B inflam inh, DRD3 agonist, SW480 rerep, MCF10A rereplic, KB-V1 cytotox, HT1080 IDH1KD tx, KB-3-1 tox, HT1080NT lethal, GLP1R cytotox
> Cc1ccc(C)c(OC(=O)CSc2nnc(-c3ccc4c(c3)OCO4)o2)c1
→ ., 5, ., ., 22%, ., -5%, ., 3%
> CCOC(=O)Cc1csc(NS(C)(=O)=O)n1
→ 8, -4, 0%, 0%, 6%, -15%[9.24 µM], -3%, -10%, 4%

The list continues.
SMILES | IL-1B inflam inh | DRD3 agonist | SW480 rerep | MCF10A rereplic | KB-V1 cytotox | HT1080 IDH1KD tx | KB-3-1 tox | HT1080NT lethal | GLP1R cytotox
CCCOC(=O)CSC1=C(C#N)C(c2ccc3c(c2)OCO3)CC(=O)N1 (stereo not drawn) | -11 | 3 | 15% | ? | -11% | ? | ? | ? | -17%
CC(=O)c1ccc(N2CCN(C(C)C(=O)NC3CCCc4ccccc43)CC2)cc1 (stereo not drawn) | 0 | 1 | -25% | -1% | 9.2µM* | 1% | 21µM* | -9% | 2%
CCOC(=O)CSc1nc2cc(S(=O)(=O)Nc3ccccc3OC)ccc2o1 | -9 | 1 | -3% | -6% | 6% | -22% | 1% | 17% | -10%
O=C(NC1CCCC1)c1cc2cc(Br)ccc2o1 | -1 | -13 | -11% | 4% | -7% | -12% | 0% | -12% | -11%
O=C(CCS(=O)(=O)c1ccc(F)cc1)Nc1nnc(-c2cccs2)o1 | -65* | -1 | ? | ? | 8% | -17% | 4% | 2% | 2%
CCOc1ccc(C(=O)C[n+]2ccc(C(=O)NCCO)cc2)cc1 | 12 | -1 | 10% | ? | ? | 19% | 13% | 21% | 4%
COc1ccc(Cc2nnc(SCC(=O)NCc3ccco3)o2)cc1 | 36 | 2 | 1% | 4% | 27% | 11% | 12% | 16% | -9%
O=c1c([N+](=O)[O-])c(N2CCCC2)c2ccccc2n1-c1ccccc1 | -19 | -3 | 17%[1.84 µM] | 8% | 11% | -14% | 4% | -20% | -11%
Oc1ccc(-c2nc(=S)[nH][nH]2)cc1 | 2 | -11 | -1% | 1% | 5% | 8% | -2% | 2% | 6%
CCCS(=O)(=O)c1c(S(=O)(=O)CCC)c2c(N)cccn2c1C(=O)OC | 1 | 1 | 5% | -5% | 10% | 0% | 8% | -9% | 17%
O=C(CSc1nnc(Cn2c(=O)sc3ccccc32)n1-c1ccccc1)N1CCCCCC1 | 7 | 1 | -8% | 0% | -2% | 3% | 2% | 2% | -1%
CC(C)CN(Cc1c(O)ccc2c(=O)c(-c3ccccc3)coc12)CC(C)C | ? | -6 | 27% | -6% | ? | -1% | ? | -1% | 1%
O=C(Nc1nc(-c2cc(F)ccc2F)cs1)C1=NN(c2ccccc2)C(=O)CC1 | 67 | 7 | ? | ? | -10% | -1% | 7% | -2% | -1%
Cc1cccc[n+]1CC(=O)/C=C1\N(C)c2ccccc2C1(C)C | 17 | 1 | -4% | ? | -3% | ? | 4.1µM* | -13% | -11%
COc1ccc(OC(=O)c2cnc3n(c2=O)CCS3)cc1 | -1 | -2 | 1%[9.22 µM] | ? | -6% | 7% | 2% | 22% | -6%
CCCOc1ccc(CN2CCOCC2)cc1OC | -11 | 2 | -3% | 7% | 16% | 2% | -5% | -1% | 2%
COc1ccc(CCC(=O)OCC(=O)Nc2sccc2C(N)=O)cc1 | -3 | 2 | 4% | -4% | 17% | -3% | 10% | -5% | 6%
CN(Cc1ccncc1)C1CC(=O)N(c2ccc(Cl)cc2)C1=O (stereo not drawn) | 17 | -3 | 2% | -2% | -12% | 15% | 4% | 8% | -2%
N#CC(C#N)=Cc1ccc(OC(=O)c2ccccn2)cc1 | 3 | 1 | -2% | -3% | 0% | 19% | -4% | 19% | 5%
O=C(c1ccc(N2CCCC2)c([N+](=O)[O-])c1)N1CCN(S(=O)(=O)c2ccccc2)CC1 | ? | -3 | -10% | 4% | -27% | 3% | 22% | 14% | -17%
CCCS(=O)(=O)Nc1ccc2cn[nH]c2c1 | 11 | 14 | -64%[inhibitor][1.84 µM] | -25% | 0% | 5% | 12% | 3% | -8%
COc1ccc(N2CCN(CCCNC(=O)c3ccc(CS(=O)(=O)c4ccc(Cl)cc4)o3)CC2)cc1 | -6 | 0 | 23% | ? | -5% | -2% | -16% | -3% | -18%
COC(=O)c1c(C)[nH]c(C(=O)C(C)OC(=O)C2CC2C)c1C (stereo not drawn) | 35 | 2 | -4% | 8% | -7% | -1% | -15% | -2% | -3%
Cc1ccc(NC(=O)CN2CCC(NC(=O)Cc3ccccc3)CC2)c(C)c1 | 21 | 1 | -14% | 29% | 3% | -5% | -22% | -9% | -15%
COc1ccc(C(=O)OC(C)CN2CCOCC2)cc1 (stereo not drawn) | -6 | -16 | -16% | -4% | 25% | 9% | -1% | -2% | 0%
O=c1[nH]c(=O)n(Cc2ccco2)c2c1C(C(F)(F)F)(C(F)(F)F)N=C(C1CCCCC1)N2 | 6 | 2 | -2% | 2% | 0% | -1% | -17% | -2% | 1%
Cc1cc(C)cc(OCC(=O)Nc2ccncc2)c1 | 6 | 4 | 2% | 5% | -4% | -14% | ? | -7% | -12%
Cn1c2c(c(=O)n(C)c1=O)C(c1ccc(C(F)(F)F)cc1)CC(=O)N2 (stereo not drawn) | 24 | -18 | -3% | -2% | -3% | -11% | 5% | 1% | 11%
CCOC(=O)N1CCN(c2ccnc3cc(Cl)ccc23)CC1 | -15 | 13 | 17% | ? | -31% | -16% | 17% | -6% | -2%
CC(=O)N1CCOCCOCCN(C(C)=O)CCOCC1 | 6 | 8 | 1% | 2% | ? | 12% | 7% | 18% | 0%
CCSc1nc2ccccc2n1CC(=O)OC | 13 | 2 | -1% | 3% | 10% | 12% | -4% | 8% | -8%
O=C(Nc1ccc(Cl)cc1)N1CCCN(c2ccc(C(F)(F)F)cc2[N+](=O)[O-])CC1 | . | 12 | -37%[inhibitor] | -19% | ? | ? | ? | ? | ?
O=C(O)C1CCCCC1C(=O)NCCCCc1ccccc1 (stereo not drawn) | -18 | 7 | -8% | -1% | 3% | 1% | -1% | 0% | -10%
CCCc1nnc2n1N=C(c1ccc(C)cc1)CS2 | 43 | 2 | -7% | 1% | -6% | 0% | -3% | 2% | -20%
Cc1ccc(S(=O)(=O)N(C)C)cc1NC(=O)c1ccc2ccccc2n1 | 19 | 0 | 2% | 1% | -2% | 9% | -12% | 5% | -8%
O=C(Cc1ccccc1)Nc1ccc2oc(-c3cccnc3)nc2c1 | 23 | 7 | -3% | 4% | -13% | 11% | 10% | 8% | -6%
CCCCN(CCCNC(=O)c1cc(Nc2ccc(OC)c(OC)c2)nc2ccccc12)c1ccccc1 | . | 7 | . | . | 0% | . | 7% | . | 5%
C=CCNc1nc(N)c([N+](=O)[O-])c(Nc2cccc(Cl)c2)n1 | -3 | 3 | -2% | -6% | -1% | 2% | -9% | 1% | -1%
COc1cc(=O)oc(CCC(C)O)c1C (stereo not drawn) | 9 | 14 | -35%[inhibitor] | 5% | 7% | 11% | -4% | 8% | 10%
C/C(=N\NC(=O)c1ccoc1C)c1ccccc1 | -6 | 9 | -15% | 4% | 3% | -3% | 0% | -7% | 8%
O=C(/C=C/c1ccccc1)NC(N1CCOCC1)C(Cl)(Cl)Cl (stereo not drawn) | -2 | 5 | -19% | -15% | -2% | 3% | -6% | 6% | 10%
Cc1cc(Cl)ccc1OC(C)C(=O)NN=C1CCCCCC1 (stereo not drawn) | 0 | -4 | ? | 15% | ? | -6% | ? | 0% | 15%
COc1ccc(NC(=O)CCC(=O)Nc2ccc3nc(N4CCOCC4)cc(C)c3c2)c(OC)c1 | -4 | -18 | -29% | 3% | 19% | 11% | 2% | 11% | -1%
CC(=O)c1c(C)[nH]c(C(=O)COC(=O)c2c(-c3ccccc3)noc2C)c1C | -6 | 2 | -5% | ? | . | -1% | . | 0% | 20%
